PAD4 inh – blocks human protein arginine deiminase 4 | Q9UM07 | recombinant PAD4, RCA probe fluorescence polarization | inhibition, % at 6.36 µM | 330,000 tested, 0.41% active | AID 485272;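 active means percent inhibition above a cutoff equal to the mean of all tested compounds plus 3 SD, cut at about 15% in these data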;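 further: 0% = PAD4 with RCA probe and DMSO and 100% = probe without PAD4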
PAFAH1B3 inh – PAFAH1B3 (human) inhibition; inhibition, % at 3.39 µM; 340,000 tested, 0.28% active; recombinant PAFAH1B3, FP-rhodamine probe, fluorescence polarization; Q15102; AID 492972;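 active means inhibition above the screen-wide average of all tested compounds plus 3 SD, cut at about 25% in these data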;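 further: 0% = enzyme with DMSO only and 100% = wells lacking PAFAH1B3 protein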
Target sequence (Q15102 whole entry, looked up): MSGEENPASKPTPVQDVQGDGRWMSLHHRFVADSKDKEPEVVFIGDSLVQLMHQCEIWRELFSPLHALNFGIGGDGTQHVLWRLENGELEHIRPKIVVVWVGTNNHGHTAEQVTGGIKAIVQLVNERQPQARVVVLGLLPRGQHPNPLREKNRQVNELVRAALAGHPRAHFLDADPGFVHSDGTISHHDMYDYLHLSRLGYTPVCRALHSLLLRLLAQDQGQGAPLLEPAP
GSTO1 inh – blocks human GSTO1 in RBBP9 counter-screen; AID 1974; recombinant GSTO1, activity-based probe fluorescence polarization; inhibition, % at 5.96 µM; 300,000 tested, 1.1% active; P78417;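 active means inhibition above the campaign mean inhibition plus 3 SD, cut at about 35% in these data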;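 further: 0% = GSTO1-1 with DMSO and 100% = wells lacking GSTO1-1 enzyme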
LYPLA1 inh – counter-screen for PME1 inhibitors: inhibitors of human LYPLA1. O75608. recombinant LYPLA1, FP-Rh probe fluorescence polarization. inhibition, % at 5.9 µM. 320,000 tested, 0.16% active. AID 2174;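 active means inhibition above the mean of all tested compounds plus 3 SD, set per campaign, cut at about 14% in these data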;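 further: inhibitors block serine hydrolase probe labeling of LYPLA1 so polarization falls; 0% = enzyme with DMSO and 100% = wells lacking LYPLA1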
LYPLA2 inh – blocks human lysophospholipase 2, a PME1 counter-screen. inhibition, % at 5.9 µM. 320,000 tested, 0.38% active. O95372. recombinant LYPLA2, FP-Rh probe fluorescence polarization;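 active means inhibition above the screen-wide mean plus 3 SD, limit set per campaign, cut at about 26% in these data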;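 further: 0% = LYPLA2 with DMSO and 100% = wells lacking LYPLA2 enzyme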
PAFAH2 FP inh – PAFAH2 (human) inhibition | AID 492956 | 340,000 tested, 0.99% active | Q99487 | recombinant PAFAH2, FP-rhodamine activity probe, fluorescence polarization | inhibition, % at 3.39 µM;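 active means inhibition above the mean over all tested compounds plus 3 SD, cut at about 30% in these data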;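 further: inhibitors block probe labeling of enzyme so polarization drops; 0% = enzyme with DMSO and 100% = wells lacking PAFAH2 protein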
EBNA-1 inhibitor – blocks EBNA-1 binding to DNA; inhibition, % at 14.8 µM; 300,000 tested, 0.34% active; EBNA-1 DNA binding, fluorescence polarization; in the data active means inhibition above about 28%
ZTA counter – ZTA (EBV) inhibition in EBNA-1 counter-screen; P03206; ZTA-DNA binding, fluorescence polarization; inhibition, % at 11 µM; 320,000 tested, 0.15% active; in the data active means inhibition above about 33%
PREPL inhibitor – inhibitors of human prolyl oligopeptidase-like enzyme PREPL; inhibition, % at 5.96 µM; recombinant PREPL, fluorescence polarization activity-based probe; 320,000 tested, 0.68% active; in the data active means inhibition above about 43%;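 further: 0% = enzyme with DMSO and 100% = wells lacking enzyme; many of its hits are not listed in these tables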
Target sequence (Q4J6C6 whole entry, looked up): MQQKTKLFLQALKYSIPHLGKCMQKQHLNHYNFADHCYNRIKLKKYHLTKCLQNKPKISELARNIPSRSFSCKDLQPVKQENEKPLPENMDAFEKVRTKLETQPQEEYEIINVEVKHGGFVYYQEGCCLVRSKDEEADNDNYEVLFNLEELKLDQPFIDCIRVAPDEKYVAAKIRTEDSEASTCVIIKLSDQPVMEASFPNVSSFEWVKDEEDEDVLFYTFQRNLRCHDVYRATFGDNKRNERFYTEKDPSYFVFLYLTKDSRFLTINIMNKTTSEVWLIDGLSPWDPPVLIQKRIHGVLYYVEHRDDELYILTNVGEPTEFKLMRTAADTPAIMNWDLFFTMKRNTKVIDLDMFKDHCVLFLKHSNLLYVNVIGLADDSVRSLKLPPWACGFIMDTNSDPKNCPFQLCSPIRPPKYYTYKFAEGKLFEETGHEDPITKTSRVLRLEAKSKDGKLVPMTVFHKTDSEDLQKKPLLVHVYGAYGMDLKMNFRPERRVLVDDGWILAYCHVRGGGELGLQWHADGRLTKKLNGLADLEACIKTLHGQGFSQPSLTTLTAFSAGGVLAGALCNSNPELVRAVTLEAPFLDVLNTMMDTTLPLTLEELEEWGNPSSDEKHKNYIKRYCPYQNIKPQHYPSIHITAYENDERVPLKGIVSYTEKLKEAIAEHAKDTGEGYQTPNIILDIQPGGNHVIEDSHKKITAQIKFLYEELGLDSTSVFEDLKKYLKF
Starred values were filed as active, the others as inactive; . = not tested or not shown. The list is partial; count on the stated rates, not on these rows.

SMILES | PAD4 inh | PAFAH1B3 inh | GSTO1 inh | LYPLA1 inh | LYPLA2 inh | PAFAH2 FP inh | EBNA-1 inhibitor | ZTA counter | PREPL inhibitor
COc1ccc(NC(=O)COc2ccc3c(C)cc(=O)oc3c2)cc1S(=O)(=O)N1CCCCC1 | -5 | -28 | 9 | -3 | -8 | -17 | 101* | 17 | 1
CC(C)CN1C(=O)c2ccc(C(=O)Nc3c[nH]c(=O)[nH]c3=O)cc2C1=O | 1 | 9 | 0 | -2 | -3 | 0 | -1 | 6 | -6
CC1(C(=O)N(Cc2ccccc2)Cc2ccccc2)CC1(Br)Br (stereo not drawn) | 0 | 7 | 1 | 6 | 4 | 5 | 19 | -10 | 20
CCNC(=S)N(CCN(C)C)Cc1cc2cc(OCC)ccc2[nH]c1=O | 1 | 8 | 3 | -1 | 1 | 0 | -2 | 12 | 0
CCC(C)c1ccc(S(=O)(=O)N2CCN3CCCC3C2)cc1 (stereo not drawn) | 13 | -2 | 4 | 0 | 2 | 0 | 8 | 11 | 3
CCCC(=O)Nc1ccc(N2CCCCC2)cc1 | -3 | 1 | 0 | 0 | 0 | -1 | 4 | -9 | 1
O=C(CC(Nc1ccc(Cl)cc1)C(=O)O)c1ccccc1 (stereo not drawn) | -6 | 10 | 13 | -2 | -4 | 2 | -6 | 4 | -7
Cc1onc(-c2c(F)cccc2Cl)c1C(=O)OCC(=O)NC(=O)NCC(C)C | 1 | -3 | -2 | 0 | 1 | 3 | 9 | 12 | -9
C=C(C)COc1ccc2c(CC)cc(=O)oc2c1 | 3 | 0 | -3 | 0 | 5 | 7 | 7 | 18 | 5
CC(Oc1ccc(-c2ccccc2)c(F)c1)c1ccn(S(=O)(=O)c2ccc(F)cc2)n1 (stereo not drawn) | 1 | -2 | -5 | 0 | 0 | -6 | -6 | -7 | 11
C/C=C(\C)c1nnc(NC(=O)OCC)s1 | -1 | 6 | -3 | -4 | -8 | -2 | 6 | -9 | 5
Cc1ccccc1S(=O)(=O)Cc1ccc(C(=O)NC(C)c2ccccc2)o1 (stereo not drawn) | -1 | 1 | 0 | -2 | 0 | 6 | -14 | -8 | 8
CCCCNC(=O)C(=O)Nc1cc2c3c(c1)CCC(=O)N3CCC2 | 1 | 9 | 2 | 1 | -4 | 0 | -1 | 9 | 0
CCCC(CCC)c1nnc(NC(=O)c2ccco2)s1 | 3 | 8 | -12 | 0 | 1 | -7 | -5 | -3 | -6
Cc1cc(C)n2nc(-c3cccc(Br)c3)cc2n1 | 1 | 1 | -1 | -7 | 9 | 3 | 15 | 8 | -4
CCOc1ccccc1OCC(=O)Nc1ccc(Cl)cc1Cl | 0 | -3 | -1 | 4 | -1 | 7 | 12 | 7 | 8
Cc1cc(C)cc(C(=O)N2CCC(C(N)=O)CC2)c1 | 1 | -1 | 1 | 4 | 11 | -3 | 4 | 2 | 11
CC(C)C[C@H](NS(=O)(=O)c1ccc(Br)cc1)C(=O)O | 6 | 5 | 2 | 1 | 0 | 2 | 0 | -4 | 19
O=C(OCCN1CCCCC1)c1ccccc1Br | 5 | 8 | -3 | -1 | 8 | 4 | -1 | -8 | 18
Cn1nc(C(=O)NCCCN2CCCCC2)c2c1-c1ccccc1S(=O)(=O)C2 | -2 | 1 | -1 | 1 | 3 | -1 | 8 | 2 | -4
CC12CN3CC(C)(CN(C1)C3c1ccc(Cl)cc1Cl)C2=O (stereo not drawn) | -7 | 8 | -6 | 5 | 8 | 2 | -11 | 4 | -10
O=C(Oc1ccccc1C(=O)N1CCOCC1)c1ccc(Br)cc1 | 0 | 2 | -1 | 1 | 7 | 2 | 3 | 8 | 7
COc1ccc(C(=O)CSc2nc(N)nc(SC)c2C#N)cc1 | -7 | -8 | -14 | -9 | -18 | -15 | -10 | 13 | -12
COc1cc(NC(=O)c2ccc([N+](=O)[O-])cc2)ccc1NC(=O)C(C)C | -7 | . | 2 | 1 | -5 | . | 9 | 6 | -5
COC(=O)C1CCN(S(=O)(=O)c2ccc(NC(C)=O)cc2)CC1 | -4 | 2 | 1 | -1 | -3 | 8 | 5 | 17 | 4
Cc1cccc(-c2nc(C#N)c(NCc3ccco3)o2)c1 | 4 | 4 | -17 | 0 | -6 | 3 | 11 | -10 | 1
Cc1cccc(OCC(=O)NNC(=O)Nc2cccc(Cl)c2)c1C | -1 | 4 | 2 | 3 | 6 | -2 | 10 | 2 | 2
CCc1nc(N)c(C#N)c(-c2ccco2)c1C | -4 | 7 | -2 | 0 | 3 | 5 | -12 | -8 | 6
Cc1ccc(SCCC(=O)NCc2ccncc2)cc1 | -1 | -3 | 6 | 0 | 3 | -5 | -5 | -20 | 9
O=C(COc1ccc(Cl)cc1Cl)c1ccc[nH]1 | -1 | 4 | 4 | -1 | -9 | -2 | 4 | 16 | -9
Cc1ccc(NC(=O)COC(=O)Cn2c(C)csc2=O)cc1C | -2 | -7 | -1 | -1 | -4 | -4 | 5 | -3 | -2
O=C(C[C@@H]1C/C=C\C[C@@H](Cc2ccc(F)cc2)C(=O)OC[C@H]2CCCN2C1=O)N[C@H](CO)Cc1ccccc1 | 1 | 7 | . | . | . | 1 | . | . | 45*
O=C1/C(=C\c2cccs2)SC(=S)N1C1CCS(=O)(=O)C1 (stereo not drawn) | -2 | 5 | 0 | -1 | -8 | 5 | -2 | 11 | -5
CC(NCCS(=O)(=O)c1ccc(Cl)cc1)c1cccc(Cl)c1 (stereo not drawn) | -1 | 13 | -1 | 0 | 2 | 7 | 0 | 0 | -14
Cc1cc(Cl)ccc1OCC(=O)OC(C)C(=O)N(C)C (stereo not drawn) | 2 | 8 | 2 | 1 | -2 | 6 | 1 | -21 | 6
CCN(CC)C(=O)Cn1cc(C(=O)C(=O)N2CCN(Cc3ccccc3)CC2)c2ccccc21 | -4 | 9 | 3 | 0 | 7 | -11 | -10 | 3 | -4
O=C(COC(=O)[C@@H]1CCCN1C(=O)c1cccs1)Nc1ccc(F)cc1[N+](=O)[O-] | -3 | 11 | 6 | 0 | -2 | 0 | -4 | 11 | 7
Nc1cc2ccncc2c2ccccc12 | -2 | -3 | 2 | -2 | -6 | 2 | -2 | 5 | 9
CC1CCc2nc3ccc(S(=O)(=O)N4CCC(C(=O)O)CC4)cc3c(C(=O)O)c2C1 (stereo not drawn) | -5 | 7 | 0 | -4 | -2 | 8 | 9 | 8 | -3
CCN1C(=O)CC(NCc2ccc3c(c2)OCO3)C1=O (stereo not drawn) | 0 | -2 | -2 | 2 | -3 | -5 | 0 | 4 | 5
CN(Cc1nccs1)C(=O)c1ccc(OC2CCN(Cc3ccccn3)CC2)cc1 | 0 | 7 | 1 | -5 | -5 | 2 | -2 | 1 | 4
Cc1cc(NC(=O)c2cc(C3CC3)on2)n(-c2ccccc2)n1 | -4 | 1 | 6 | 0 | 0 | 12 | 7 | 11 | -1
CC(=O)Nc1ccc(NC(=O)CN2CCN(c3cccc(C(F)(F)F)c3)CC2)cc1 | -2 | 4 | -7 | -1 | 13 | 0 | -1 | -5 | 2
Cc1cc(=O)[nH]c(=S)[nH]1 | -5 | 0 | -3 | 1 | -1 | -10 | -5 | -5 | 1
Cc1ccc(-c2ccc(CCC(=O)O)n2C(C)C)cc1 | 4 | 0 | 1 | -1 | 3 | 2 | 15 | 13 | 3

An excerpt from above in order of SMILES length, smallest number first:
SMILES | PAD4 inh | PAFAH1B3 inh | GSTO1 inh | LYPLA1 inh | LYPLA2 inh | PAFAH2 FP inh | EBNA-1 inhibitor | ZTA counter | PREPL inhibitor
Nc1cc2ccncc2c2ccccc12 | -2 | -3 | 2 | -2 | -6 | 2 | -2 | 5 | 9
CN(Cc1nccs1)C(=O)c1ccc(OC2CCN(Cc3ccccn3)CC2)cc1 | 0 | 7 | 1 | -5 | -5 | 2 | -2 | 1 | 4
CC(=O)Nc1ccc(NC(=O)CN2CCN(c3cccc(C(F)(F)F)c3)CC2)cc1 | -2 | 4 | -7 | -1 | 13 | 0 | -1 | -5 | 2

Additional records
SMILES | PAD4 inh | PAFAH1B3 inh | GSTO1 inh | LYPLA1 inh | LYPLA2 inh | PAFAH2 FP inh | EBNA-1 inhibitor | ZTA counter | PREPL inhibitor
Cc1ccc2nc(SCC(=O)NC3CCCC3)nc(=O)n2c1 | 2 | 2 | -5 | 1 | -6 | 6 | 8 | -5 | 1
O=c1oc2ccccc2c(N2CCCC2)c1[N+](=O)[O-] | 0 | 7 | -17 | 2 | 1 | -2 | 8 | 5 | -3
COc1ccc(S(=O)(=O)NC(C(=O)NCCc2ccccn2)C(C)C)cc1 (stereo not drawn) | -1 | 5 | 7 | 0 | 5 | 5 | 9 | -12 | -7
CC1(C)C(=O)OC(c2cccs2)C2(CCCCC2)C1=O (stereo not drawn) | 2 | 5 | -1 | 2 | 4 | -2 | 0 | -24 | 8
c1ccc([C@H]2CNCCN2CCc2cccc3ccccc23)cc1 | 0 | 8 | . | . | . | 0 | . | . | 3
CC(C)CC(=O)Nc1nnc(SCC(=O)Nc2ccc3c(c2)OCO3)s1 | 6 | 4 | 2 | 3 | 4 | -7 | 10 | 1 | 3
CC(=O)c1ccc(OC(=O)c2ccc(Br)o2)cc1 | -3 | 1 | 3 | -1 | -3 | 10 | 1 | -8 | 25
C#Cc1ccc(CN2CCN(CCc3ccccc3)C(CCO)C2)cc1 (stereo not drawn) | -1 | 9 | 5 | -4 | 5 | -1 | -1 | -8 | 18
COC(=O)c1sc2nc(CN3CCOCC3)nc(N3CCOCC3)c2c1C | -1 | 11 | 6 | 3 | 1 | 2 | 3 | 7 | 3
Cc1cc(NS(=O)(=O)c2ccc(NC(=O)COc3ccc(Br)cc3)cc2)nc(C)n1 | -6 | 1 | 0 | -9 | -5 | 0 | 1 | -1 | -42
CC(C)[C@H](NC(=O)[C@@H]1Cc2ccccc2CN1C(=O)OC(C)(C)C)C(=O)NCC1CCCO1 (stereo partly drawn) | -5 | 7 | 5 | -1 | 8 | -8 | -12 | -33 | 5

Reprinted from the entries so far for reference:
SMILES | PAD4 inh | PAFAH1B3 inh | GSTO1 inh | LYPLA1 inh | LYPLA2 inh | PAFAH2 FP inh | EBNA-1 inhibitor | ZTA counter | PREPL inhibitor
COc1ccc(NC(=O)COc2ccc3c(C)cc(=O)oc3c2)cc1S(=O)(=O)N1CCCCC1 | -5 | -28 | 9 | -3 | -8 | -17 | 101* | 17 | 1
CC(C)CN1C(=O)c2ccc(C(=O)Nc3c[nH]c(=O)[nH]c3=O)cc2C1=O | 1 | 9 | 0 | -2 | -3 | 0 | -1 | 6 | -6
CC1(C(=O)N(Cc2ccccc2)Cc2ccccc2)CC1(Br)Br (stereo not drawn) | 0 | 7 | 1 | 6 | 4 | 5 | 19 | -10 | 20
CCNC(=S)N(CCN(C)C)Cc1cc2cc(OCC)ccc2[nH]c1=O | 1 | 8 | 3 | -1 | 1 | 0 | -2 | 12 | 0

Assay outcomes (PubChem BioAssay)
